miR-122 sensor: blocks miR-122 activity in Huh7 sensor cells. Huh7 miR-122 Renilla luciferase sensor, 48 h; neutral wells = 0, positive control = 100. activation (reporter increase), % at 12.5 µM. AID 602342. 0.3% of 340,000 active;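 active = mean replicate activation score at least 90 and every replicate individually at or above 90; inconclusive = only one of the two criteria met; inactive = neither criterion met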;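 note: higher luciferase means less miR-122 activity so hits act as miR-122 inhibitors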
PAX8 inh HTS: lowers PAX8-driven luciferase in RMG-I cells; RMG-I TPO-luciferase reporter, SteadyGlo, 24 h; inhibition, % at 12.6 µM; 1.2% of 360,000 active; AID 652154;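 active = mean replicate inhibition at least 60% with every replicate also reaching 60%; inconclusive = only one of the two criteria is met; inactive = mean below 60% and not all replicates reaching 60%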;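 note: luciferase light reporting Pax8 driven TPO promoter activity; plate controls were median of neutral control wells for no effect and mitoxantrone controls for full effect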
FN deposition inh: fibronectin deposition inhibition. 0.086% of 350,000 active. inhibition, % at 12.6 µM. AID 743247. AH1F fibroblasts, Alexa488-fibronectin deposition fluorescence, overnight;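 active = mean inhibition across replicates of 30% or more, regardless of how many single replicates reach that level; inconclusive = mean under 30% yet at least half of replicates reach 30%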;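 note: positive control wells lacked labelled fibronectin entirely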
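Schedule: 1 h cell adhesion before compound, then overnight fibronectin incubation; test system: AH1F fibroblast monolayer depositing Alexa488-labelled fibronectin into matrix; quantity: 10000 AH1F cells per well; probe or stimulus: fluorescent fibronectin at 24 nM final; signal: fluorescence, ex 485 nm, em 525 nm; evaluation: percent inhibition as loss of matrix-bound fibronectin fluorescence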
DENV2 CPE: protects cells from dengue virus 2 cytopathic effect | DENV2-infected cells, cytopathic effect rescue, plate reader | CPE inhibition, % at 9.99 µM | 1.7% of 350,000 active; in the data active = CPE inhibition above about 20%, passing the limit was not always enough; inconclusive = no clear call, values can overlap the other calls; tested in BHK-21 cells;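 note: 0% = median of neutral control wells and 100% = median of positive control wells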
CFTR F508del cor: CFTR F508del correction in bronchial cells. CFBE cells, YFP halide quenching; stimulated with forskolin plus potentiator P3; % fluorescence drop versus neutral controls. activity (quench increase), % at 7.58 µM. 0.36% of 350,000 active;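 active = mean added fluorescence quench of at least 8% versus neutral control, with both replicates also reaching 8%; inconclusive = only one of the mean or replicate conditions met; inactive = mean below 8% and not both replicates reaching 8%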;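 note: cells transiently co-express mutant CFTR-F508del with the halide-sensitive YFP; corrector assay measuring rescue of mutant channel to the surface after 24 h compound exposure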
EWS-Fli block: blocks EWS/Fli oncoprotein-driven transcription; 0.67% of 350,000 active; A673 NR0B1-luciferase reporter, viability-normalised; inhibition, % at 12.6 µM; AID 651661;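 active = mean inhibition of at least 50% after viability correction, with every replicate also passing that limit; inconclusive = mean reaches 50% but only one of two replicates passes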;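 note: firefly luciferase signal divided by Alamar Blue viability fluorescence both relative to DMSO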
GSIS activator: GLuc luminescence reporter in INS-1E cells, primary screen for activators of glucose-dependent secretion of insulin. activation, % at 16.6 µM. 0.61% of 370,000 active. INS-1E GLuc reporter insulin secretion, 2-3 h;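 active = lowest replicate activation of at least 40%, so every replicate reaches that level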;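 note: 0% = median of neutral control wells and 100% = median of IBMX positive control wells; some compounds called inactive have numbers as strong as hits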
* = called active by the depositor; ? = inconclusive; . = not tested or not shown; & = joins results of further samples; [ ] = remark or other dose. Compounds were not picked by outcome (roughly 3.9% active in at least one column).

SMILES | miR-122 sensor | PAX8 inh HTS | FN deposition inh | DENV2 CPE | CFTR F508del cor | EWS-Fli block | GSIS activator
CCC(CO)Nc1ncnc2c1cnn2-c1ccc(Cl)cc1 (configuration not stated) | -1 | -106 | 2 | 5 | 3.3 | 6 | .
Cc1noc(C)c1NC(=O)N(C)C[C@@H]1Oc2ccc(NS(=O)(=O)c3ccc(Cl)cc3)cc2C(=O)N([C@@H](C)CO)C[C@@H]1C | -1[16.7 µM] | -6 | . | 3 | 0.5 | -11 | 6
CCOC(=O)C1=CNS(=O)(=O)NC1c1ccc(C(F)(F)F)cc1 (configuration not stated) | -5 | -24 | -4 | -1 | -1.6 | -7 | -12
O=S(=O)(/N=C(/Nc1ccc(Cl)c(S(=O)(=O)Nc2ccccc2Cl)c1)c1ccc(F)cc1)c1ccccc1 | ? | 4 | 0 | 1&0 | 2.5&2.4 | -1&4 | 17&-6
O=C(Nc1ccccc1Cl)N1C[C@H]2[C@@H](c3ccccc31)[C@@H](CO)N2Cc1ccccc1 | -12[16.7 µM] | 10 | . | -16 | -4.7 | 0 | 3
C#CCNC(=O)C1=C[C@H](C2CC2)[C@@H](CCCO)[C@H](OCC)O1 | . | -3 | . | 17 | -1.1 | -3 | .
Cc1nn(C)c(Cl)c1C(=O)NCC(=O)NCc1ccccc1 | -2 | 13 | 10 | 2 | 1.3 | 2 | 5
Cc1onc(-c2ccccc2)c1C(=O)NNC(=O)c1ccccc1O | 1 | 4 | 3 | ? | 0.4 | -55 | -6
O=C(Nc1cccnc1)c1cccc(F)c1 | . | -5 | -8 | -16 | . | 0 | 3
O=C(O)c1cc([N+](=O)[O-])c(NCCC2=CCCCC2)c([N+](=O)[O-])c1 | . | -9 | -1 | -7 | 1.4 | 1 | 11
CCOC(=O)Cn1nc(C)n(-c2ccc(C(C)C)cc2)c1=O | -1 | 2 | 5 | . | . | . | .
Cc1ccccc1C(=O)Nc1nnc(CC(=O)N/N=C/c2ccco2)s1 | . | -9 | 5 | 9 | 2.8 | 5 | 11
COc1ccc(S(=O)(=O)Nc2ccc3c(c2)C(=O)N([C@H](C)CO)C[C@H](C)[C@@H](CN(C)CC2CC2)OCCCC[C@@H](C)O3)cc1 | -1[16.7 µM] | 2 | . | 4 | 3.7 | -10 | 9
COc1ccccc1S(=O)(=O)N[C@H]1CC[C@H](CC(=O)NCc2cccc(F)c2)O[C@@H]1CO | 0[16.7 µM] | 7 | 7 | -6 | -4.0 | -8 | -8
Cc1ccc(S(=O)(=O)/C(=C/Cl)NC(=O)c2ccccc2)cc1 | . | 94* | -8 | . | . | . | 3
COc1ccc(NC(=O)N(C)C[C@@H]2Oc3c(NC(=O)C4CC4)cccc3C(=O)N([C@H](C)CO)C[C@H]2C)cc1 | 3[16.7 µM] | . | 2 | 2 | -1.6 | 2 | 14
CC(NCC(=O)Nc1cc(S(=O)(=O)N2CCOCC2)ccc1N1CCOCC1)c1ccco1 (configuration not stated) | -6 | 9 | -2 | -5 | -0.4 | 2 | 3
CC(=O)C(Cc1ccccc1)NC(=O)COC(=O)CCN1C(=O)C2CC=CCC2C1=O (configuration not stated) | -1 | -3 | -2 | 0 | 0.3 | 0 | 0
O=C(NCC1CCCCC1)[C@H]1[C@H](CO)[C@H]2Cn3c(cccc3=O)[C@H]2N1C(=O)CC1CC1 | . | -6 | . | -4 | . | -5 | 9
O=S(=O)(c1ccccc1)N(Cc1ccccc1)c1ccccn1 | 12 | -15 | 7 | . | . | . | .
O=C(C[C@H]1CC[C@H]2[C@@H](COC[C@@H](O)CN2C(=O)c2cccnc2)O1)NCc1ccc(Cl)cc1 | -3[16.7 µM] | -1 | 0 | -1 | 1.2 | -9 | 10
CCCNC(=O)[C@H]1N[C@H]2c3ccc(-c4cccc(F)c4)c(=O)n3C[C@H]2[C@@H]1CO | -4[16.7 µM] | 20 | . | -6 | -0.7 | -1 | 4
C[C@@H]1CN([C@H](C)CO)S(=O)(=O)c2ccc(C#C[C@@H](C)O)cc2O[C@H]1CN(C)CC1CC1 | 11[16.7 µM] | . | . | . | 2.4 | 4 | -1
COc1ccc(S(=O)(=O)Nc2ccc3c(c2)C(=O)N([C@@H](C)CO)C[C@H](C)[C@H](CN(C)C(=O)CCCN(C)C)OCCCC[C@@H](C)O3)cc1 | . | -20 | . | 20 | -2.3 | 32 | 25
O=C(c1cnccn1)N1CC(=O)N2[C@@H](CO)[C@H](c3ccc(C#CC4CC4)cc3)[C@@H]2C1 | . | . | -8 | 9 | -0.3 | -2 | -1

Sorted by value in DENV2 CPE (lowest first): 3 of the compounds above
structure	DENV2 CPE
CCCNC(=O)[C@H]1N[C@H]2c3ccc(-c4cccc(F)c4)c(=O)n3C[C@H]2[C@@H]1CO	-6
COc1ccc(NC(=O)N(C)C[C@@H]2Oc3c(NC(=O)C4CC4)cccc3C(=O)N([C@H](C)CO)C[C@H]2C)cc1	2
O=C(c1cnccn1)N1CC(=O)N2[C@@H](CO)[C@H](c3ccc(C#CC4CC4)cc3)[C@@H]2C1	9

Next section.
SMILES | miR-122 sensor | PAX8 inh HTS | FN deposition inh | DENV2 CPE | CFTR F508del cor | EWS-Fli block | GSIS activator
O=S(=O)(c1ccc(Cl)cc1)n1ccc2cccnc21 | -5 | 10 | 11 | . | . | . | .
Cc1ccc(C(=O)Nc2ccc(OCc3ccccc3)cc2)s1 | -12 | -66 | 0 | 5 | -3.8 | -33 | 9
Cc1cccc(C(C)(C)C)c1OCCn1ccnc1 | -4 | 32 | 14 | . | . | . | 12
CO[C@H]1CN(C)C(=O)c2ccc(NS(=O)(=O)c3ccc(C)cc3)cc2OC[C@H](C)NC[C@@H]1C | . | . | 17 | 8 | -2.1 | -2 | 12
COc1ccc(OC)c(/C=C/C(=O)N2C(=O)c3cccc(N)c3C2=O)c1 | . | 8 | 3 | -5 | . | 10 | -8
COc1ccc(-c2csc3ncn(Cc4ccccc4)c(=O)c23)cc1 | -2 | -7 | 15 | -7 | 2.4 | 15 | 11
COc1ccc(S(=O)(=O)N2CCN(CC(=O)Nc3sccc3C(N)=O)CC2)cc1OC | . | 24 | . | 4 | -5.3 | -2 | 35
COc1ccc(CCN2C(=O)CSC2=S)cc1OC | . | 90* | 2 | 3 | -0.6 | 22 | 19
OCC[C@H]1C[C@@H](O)[C@H](O)[C@]2(CCCc3ccccc3O2)O1 | -8 | 10 | 10 | -6 | 1.8 | 12 | 9
CCN(Cc1ccccc1)C(=O)c1cccc(S(=O)(=O)N2CCN(c3ccc(F)cc3)CC2)c1 | . | 31 | 5 | -3 | -0.6 | 17 | -39
CO[C@@H]1CN(C)C(=O)c2cc(NC(C)=O)ccc2OC[C@H](C)N(Cc2nccs2)C[C@H]1C | 15[16.7 µM] | . | -8 | -4 | 1.7 | -5 | 2
COc1ccc(CNC(=O)/C=C/[C@H]2O[C@@H](n3cc(C)c(=O)[nH]c3=O)C[C@@H]2O)cc1 | 2 | -14 | -5 | 1 | -3.0 | 0 | .
Cc1cc2ccccn2c1C(=O)c1cccc([N+](=O)[O-])c1 | -1 | 5 | 4 | 3 | -1.9 | -6 | 18
Cc1ccc(S(=O)(=O)Nc2ccc3c(c2)C(=O)N([C@@H](C)CO)C[C@H](C)[C@@H](CN(C)S(=O)(=O)c2ccc(F)cc2)OCCCC[C@H](C)O3)cc1 | -4[16.7 µM] | 59 | . | ? | 3.2 | 10 | 1
COc1ccc(C#Cc2ccc([C@H]3[C@H](CO)N4C(=O)CN(C(=O)c5cccnc5)C[C@@H]34)cc2)cc1 | . | -11 | . | 3 | 3.2 | 10 | 14
COc1ccc(N2CC(C)Cn3c2nc2c3c(=O)n(Cc3ccc(C)cc3)c(=O)n2C)c(OC)c1 (configuration not stated) | -2 | 32 | -5 | 3 | 2.7 | -19 | -12
O=C(CN1CCN(Cc2ccc(F)cc2Cl)C1=O)NCCCN1CCOCC1 | 0 | -8 | 25 | 4 | -0.7 | 0 | -18
Cc1ccc(CCNC(=O)C2CCN(S(=O)(=O)c3ccc4c(c3)NC(=O)C(C)S4)CC2)cc1 (configuration not stated) | -8 | 13 | -3 | 0 | 2.5 | . | -44
O=C(CCSc1nnc(-c2ccco2)o1)N1CCOCC1 | 3 | -13 | . | -2 | 2.8 | 2 | -1
CC1CCN(Cc2nc(-c3ccccc3)no2)CC1 | -6 | -190 | 9 | . | . | . | .
Nc1nonc1C(=O)N/N=C/c1cc2c(cc1[N+](=O)[O-])OCO2 | -7 | -11 | 2 | 3 | 0.4 | -8 | 18
O=C(C[C@H]1CC[C@@H]2[C@H](COC[C@H](O)CN2Cc2ccccc2F)O1)NC1CCC1 | -1[16.7 µM] | -12 | -1 | -4 | -1.8 | -2 | 9
Cn1c(=O)n(C)c2cc([N+](=O)[O-])c(N3CCN(C(=O)c4ccccc4Br)CC3)cc21 | . | 16 | -3 | . | 4.9 | 13 | -19
COc1ccccc1CNC(=O)CSc1nnc2ccc(-c3cccnc3)nn12 | -5 | -16 | 0 | -8 | -0.2 | -6 | -7
CCOC(=O)C(C)Sc1ncnc2c1c(-c1ccccc1)cn2-c1ccc(OC)cc1 (configuration not stated) | 5 | 5 | 4 | -1 | . | 14 | 18

Carrying on.
SMILES | miR-122 sensor | PAX8 inh HTS | FN deposition inh | DENV2 CPE | CFTR F508del cor | EWS-Fli block | GSIS activator
Cc1cc(Br)ccc1OCC(=O)NNC(=O)c1cnccn1 | . | -10 | . | 11 | 0.5 | 23 | -14
Cc1ccc(C)c(Cn2nnc3c(=O)[nH]c(C4CCN(C(=O)c5ccco5)CC4)nc32)c1 | . | 14 | 7 | ? | -1.9 | 6 | -5
CCNc1nc(NC(C)C)nc(OCCOC(=O)Nc2ccccc2)n1 | 0 | . | . | 3 | -1.3 | -27 | -36
CC(C)C#Cc1cnc2c(c1)C(=O)N([C@H](C)CO)C[C@H](C)[C@@H](CN(C)C(=O)CC1CC1)O2 | 1[16.7 µM] | -9 | -8 | 1 | -1.8 | -1 | -2
Cc1cc(C)nc(NC(=S)Nc2cccc(F)c2)c1 | 0 | -24 | -6 | -2 | -1.7 | -36 | 13
Cc1c(Br)c([N+](=O)[O-])nn1CC(=O)NCc1cccnc1 | -4 | . | . | 4 | 1.5 | -4 | 5
CC(C)CC(=O)N/N=C/c1c(N)n(C)c(=O)n(C)c1=O | . | 9 | -2 | 0 | -0.6 | 9 | 10
CN1CCN(CC(=O)Nc2ccc(Cl)cc2Cl)CC1 | . | . | . | -11 | -1.4 | 3 | 17
COc1cc(NC(=O)CSc2ccc(-c3ccccn3)nn2)cc(OC)c1 | 1 | 35 | 13 | 10 | 1.4 | . | -3
Cc1cc(C)c2c(NC(=S)Nc3ccccc3)n[nH]c2n1 | . | -8 | 0 | -9 | -1.2 | 4 | 10
CCOC(=O)C1=C(C)NC(=O)NC1c1ccco1 (configuration not stated) | 2 | . | . | . | -1.2 | 10 | 9
CCOC(=O)c1ccc(NC(=O)CSc2nc3c(c(=O)n2CC)SC(C)C3)cc1 (configuration not stated) | -7 | 14 | -7 | 3 | -3.5 | 2 | .
COc1ccc2c3c([nH]c2c1)[C@@H](CO)N(C(=O)Nc1ccc(F)cc1)CC31CN(S(C)(=O)=O)C1 | . | . | . | -14 | 2.3 | 5 | -31
Cc1cc(-c2csc(NC(=O)c3ccc(C#N)cc3)n2)c(C)n1Cc1ccco1 | . | 121* | -1 | -6 | -3.7 | -3 | -2
CCOC(=O)C(=NCC1CCCO1)NNc1cc(Cl)ccc1Cl (configuration not stated) | . | 3 | -3 | 1 | -0.7 | -2 | -9
COc1cc(/C=C2/C(=O)NN(c3ccc(F)cc3)C2=O)cc([N+](=O)[O-])c1O | -6 | 9 | -4 | 4 | -0.6 | 4 | -7
COCC(=O)Nc1ccc2c(c1)OC[C@H](C)N(C(=O)COC)C[C@H](C)[C@@H](OC)CN(C)C2=O | . | 3 | -1 | -8 | -2.4 | 5 | -2
